ARFGAP1 inh = rat ARFGAP1 inhibition; Arfgap1-stimulated ARF1 GTP hydrolysis, GDP FP detection; AID 651572; 0.26% of 360,000 active; inhibition, % at 16.5 µM;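 active = inhibition above a per-plate limit, mean inhibition of low control wells plus 3 SD, cut at about 25% in these data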;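 note: 0% = DMSO wells with enzyme and 100% = wells lacking Arfgap1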
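Assay system: Rat Arfgap1 GAP domain (His6, aa 1-136), purified enzyme | Buffer or medium: HEPES 25 mM pH 7.5, NaCl 150 mM, MgCl2, DTT | Schedule: GTP hydrolysis reaction 2 h at 25 °C | Signal: FP of antibody-bound GDP Alexa 633 tracer, ex 620/em 688 nm | Measure: Percent inhibition of Arfgap1-stimulated GTP hydrolysis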
ASAP1 GAP inh = inhibitors of human ASAP1 ArfGAP activity. Q9ULH1. ASAP1-stimulated ARF1 GTP hydrolysis, GDP FP detection. inhibition, % at 16.5 µM. 0.19% of 360,000 active; in the data active = inhibition above about 25%;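 note: 0% = vehicle with enzyme and substrate and 100% = no enzyme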
Tn6 DDE FP = disrupts Tn6 cyclic peptide binding to fibrin D-Dimer-E complex; P02675; Fibrin DD(E) TRITC-Tn6 fluorescence polarization displacement; inhibition, % at 8.3 µM; 0.21% of 370,000 active; AID 720509;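 active = inhibition above a per-campaign cutoff: mean of compounds within control limits plus 3 SD, cut at about 15% in these data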;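 note: 0% = median of all compound wells on the plate and 100% = blocking peptide control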
TDP2 inh = blocks human TDP2 phosphodiesterase activity | recombinant TDP2, T5PNP hydrolysis, p-nitrophenol absorbance 415 nm | AID 720702 | inhibition, % at 12.8 µM | 0.34% of 370,000 active | O95551;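 active = inhibition above the mean of all tested compounds plus 3 SD, set per campaign, cut at about 25% in these data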;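 note: 0% = DMSO with enzyme and 100% = buffer with substrate but no TDP2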
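Assay system: Recombinant human TDP2 | Quantity: 120 nM TDP2 per well | Incubation: 2 h at 37 °C | Signal: Epi absorbance | Evaluation: Percent inhibition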
SIAE inh = human SIAE inhibition, primary screen | Q9HAT2 | 0.69% of 370,000 active | inhibition, % at 9.66 µM | SIAE FP-Rh probe binding, fluorescence polarization;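 active = inhibition above a cutoff: mean of compounds within the control limits plus 3 SD of those, cut at about 17% in these data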;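 note: 0% = plate median of compound wells and 100% = probe without SIAE protein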
PLCg1 inh = PLC-gamma1 (human) inhibition, primary screen | P19174 | purified PLC-gamma1, fluorogenic substrate, fluorescence | inhibition, % at 12.2 µM | 0.84% of 370,000 active | AID 720700; in the data active = inhibition above about 9.5%
DDE Tn7 FP inh = inhibitors of Tn7 peptide binding to human fibrin DD(E) | FP displacement of FITC-Tn7 peptide from fibrin DD(E); 0% = median of compound wells per plate | P02675 | 0.13% of 370,000 active | inhibition, % at 8.3 µM | AID 720508;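 active = inhibition above the mean of compounds falling within the control limits plus 3 SD of them, cut at about 14% in these data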;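 note: 0% = plate median of compound wells and 100% = 10 µM Aha-Tn7 peptide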
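assay system = human clot-derived fibrin DD(E) complex | quantity = Fibrin-DD(E) at 2 µM final | timing = 10 min preincubation, 3 h with tracer, room temperature | signal = fluorescence polarization | measure = percent inhibition | benchmarks = high control wells with 10 µM unlabelled Aha-Tn7 peptide (full inhibition) | replicates = singlicate testing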
ADAM17 inh = ADAM17 inhibition, QFRET primary screen; P78536; recombinant ADAM17, EDANS/DABCYL FRET peptide cleavage; inhibition, % at 6.95 µM; 0.83% of 370,000 active;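 active = inhibition above the mean of compounds lying between control limits plus 3 SD, set per campaign, cut at about 8.5% in these data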;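 note: 0% = DMSO-only wells as the low control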
ADAM10 inh = inhibits human ADAM10; O14672; recombinant ADAM10, EDANS/DABCYL FRET peptide cleavage, 3 h; inhibition, % at 7 µM; 0.62% of 370,000 active; AID 720582;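 active = inhibition above a per-campaign cutoff equal to the mean of compounds falling between control-based bounds plus 3 SD, cut at about 20% in these data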;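 note: 0% = DMSO wells while the 100% control is not disclosed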
PLC-beta3 inh = inhibitors of human phospholipase C beta3; Purified PLC-beta3, fluorogenic substrate, fluorescence; 0.18% of 370,000 active; AID 720704; Q01970; inhibition, % at 12.2 µM; in the data active = inhibition above about 11%;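 note: 0% = median of compound wells on plate and 100% = full blocker control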
Target sequence (Q01970 whole entry, looked up): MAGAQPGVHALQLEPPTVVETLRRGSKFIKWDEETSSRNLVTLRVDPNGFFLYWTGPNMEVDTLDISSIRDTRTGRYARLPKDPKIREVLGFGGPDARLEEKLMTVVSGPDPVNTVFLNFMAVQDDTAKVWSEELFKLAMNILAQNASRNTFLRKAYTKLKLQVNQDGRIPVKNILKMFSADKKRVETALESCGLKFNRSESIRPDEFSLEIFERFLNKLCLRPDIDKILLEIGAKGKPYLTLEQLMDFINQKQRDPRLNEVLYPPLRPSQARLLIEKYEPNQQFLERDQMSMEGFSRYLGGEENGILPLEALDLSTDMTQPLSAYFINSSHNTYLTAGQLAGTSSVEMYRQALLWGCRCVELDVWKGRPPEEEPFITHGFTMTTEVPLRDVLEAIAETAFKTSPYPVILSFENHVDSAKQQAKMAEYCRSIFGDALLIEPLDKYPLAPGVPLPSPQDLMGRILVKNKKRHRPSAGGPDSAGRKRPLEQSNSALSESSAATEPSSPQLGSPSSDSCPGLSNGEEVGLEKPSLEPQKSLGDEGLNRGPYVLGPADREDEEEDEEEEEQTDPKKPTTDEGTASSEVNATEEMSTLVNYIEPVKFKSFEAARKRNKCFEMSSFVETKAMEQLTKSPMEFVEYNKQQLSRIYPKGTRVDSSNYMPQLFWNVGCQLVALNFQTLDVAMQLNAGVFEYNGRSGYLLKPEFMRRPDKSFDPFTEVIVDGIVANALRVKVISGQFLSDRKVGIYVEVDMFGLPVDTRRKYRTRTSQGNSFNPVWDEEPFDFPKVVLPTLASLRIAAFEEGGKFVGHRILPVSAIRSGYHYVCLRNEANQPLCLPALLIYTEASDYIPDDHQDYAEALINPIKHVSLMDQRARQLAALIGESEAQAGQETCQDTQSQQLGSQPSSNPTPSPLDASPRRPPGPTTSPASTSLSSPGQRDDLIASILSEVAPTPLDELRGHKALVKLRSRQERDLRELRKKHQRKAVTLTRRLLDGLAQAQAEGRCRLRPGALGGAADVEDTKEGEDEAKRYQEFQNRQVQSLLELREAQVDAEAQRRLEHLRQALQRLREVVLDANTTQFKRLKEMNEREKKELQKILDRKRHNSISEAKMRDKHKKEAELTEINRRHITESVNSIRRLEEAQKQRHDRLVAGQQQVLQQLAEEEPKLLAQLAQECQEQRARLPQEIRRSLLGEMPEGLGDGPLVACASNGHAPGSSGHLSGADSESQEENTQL
* hit, by the source's call; i = inactive. This is a random part of the collection; 3.6% or so of the library scored in one or more.

SMILES | ARFGAP1 inh | ASAP1 GAP inh | Tn6 DDE FP | TDP2 inh | SIAE inh | PLCg1 inh | DDE Tn7 FP inh | ADAM17 inh | ADAM10 inh | PLC-beta3 inh
CC1CCCCN1S(=O)(=O)c1ccc2c(c1)CCN2C(=O)C1CC1 (stereo not drawn) | -6 | 12 | 2 | -9 | -12 | 4 | 0 | 2 | 1 | -3
COc1ccccc1C1CCN(c2ccc([N+](=O)[O-])c(OC)c2)CC1 | 7 | -6 | -2 | -5 | 7 | 0 | 2 | 6 | 7 | -6
COC(=O)COc1ccc(C(=O)OC)cc1 | 7 | 4 | -1 | 3 | 8 | 0 | 3 | 0 | 5 | 3
O=C(Nc1ccccc1C(=O)NCCCN1CCOCC1)c1ccccc1 | 2 | -6 | -5 | 7 | -4 | 0 | -4 | -2 | -7 | -5
Cc1cc(C(=O)N/N=C/c2ccncc2)c2ccccc2n1 | 4 | 1 | -8 | -7 | -6 | 4 | -5 | 1 | 1 | -4
Cc1ccc(NC(=O)CCNS(=O)(=O)c2ccc3c(c2)oc(=O)n3C)cc1C | -6 | -7 | 3 | -4 | 2 | 4 | 2 | 2 | 5 | 4
N#Cc1ccc2nc(-c3ccc(CN4CCC(c5nc6ccccc6[nH]5)CC4)cc3)c(-c3ccccc3)nc2c1 | -5 | -6 | -1 | 7 | -16 | -35 | 8 | -15 | -56 | -40
Cc1cc(C(=O)Cn2cnc3ccc(Cl)cc3c2=O)c(C)n1C1CC1 | 3 | 13 | -2 | 5 | 1 | 1 | -1 | 0 | -3 | 0
COC(=O)[C@]12C[C@H](CC(=O)NCc3ccc(OC)c(OC)c3)C(=O)N(CCC3=CCCCC3)C1=C[C@H](C(C)(C)C)O[C@@H]2C | 8 | -11 | 10 | 8 | 10 | 1 | -2 | 3 | 11 | 6
O=C(NCC1CCCO1)c1csc2c1CCCCC2 (stereo not drawn) | 2 | -1 | 4 | 4 | 5 | 1 | -1 | 4 | 2 | 4
Cc1ccc(-n2[nH]c(C)c(/C=N/NC(=O)c3ccc([N+](=O)[O-])cc3)c2=O)c(C)c1 | 0 | -5 | 1 | -13 | 1 | 0 | 5 | 3 | 12 | 3
COc1cc(/C=c2\sc3nc(=O)c(-c4ccccc4)nn3c2=O)ccc1OCCC(C)C | -5 | -7 | 8 | 1 | 0 | 3 | 0 | -2 | -1 | 6
NCC1CCN(c2nc3ccccc3c3c2CCCC3)CC1 | -17 | 0 | 5 | 4 | 5 | -14 | 5 | -4 | -16 | -14
O=C(CN1CCOCC1)Nc1ccccc1Sc1ccc(Cl)cc1 | 1 | 5 | 1 | -8 | -7 | 0 | -5 | 0 | -3 | -2
Cc1ccc2c(SCC(=O)NCc3ccco3)nc(-c3ccc(F)cc3)nc2c1 | 9 | 14 | -5 | 7 | -26 | 1 | -7 | -2 | -2 | 2

Exported with the structure last: part of the list above
ARFGAP1 inh	ASAP1 GAP inh	Tn6 DDE FP	TDP2 inh	SIAE inh	PLCg1 inh	DDE Tn7 FP inh	ADAM17 inh	ADAM10 inh	PLC-beta3 inh	SMILES
-6	12	2	-9	-12	4	0	2	1	-3	CC1CCCCN1S(=O)(=O)c1ccc2c(c1)CCN2C(=O)C1CC1 (stereo not drawn)
7	-6	-2	-5	7	0	2	6	7	-6	COc1ccccc1C1CCN(c2ccc([N+](=O)[O-])c(OC)c2)CC1
7	4	-1	3	8	0	3	0	5	3	COC(=O)COc1ccc(C(=O)OC)cc1
2	-6	-5	7	-4	0	-4	-2	-7	-5	O=C(Nc1ccccc1C(=O)NCCCN1CCOCC1)c1ccccc1
4	1	-8	-7	-6	4	-5	1	1	-4	Cc1cc(C(=O)N/N=C/c2ccncc2)c2ccccc2n1
-6	-7	3	-4	2	4	2	2	5	4	Cc1ccc(NC(=O)CCNS(=O)(=O)c2ccc3c(c2)oc(=O)n3C)cc1C
-5	-6	-1	7	-16	-35	8	-15	-56	-40	N#Cc1ccc2nc(-c3ccc(CN4CCC(c5nc6ccccc6[nH]5)CC4)cc3)c(-c3ccccc3)nc2c1
3	13	-2	5	1	1	-1	0	-3	0	Cc1cc(C(=O)Cn2cnc3ccc(Cl)cc3c2=O)c(C)n1C1CC1
8	-11	10	8	10	1	-2	3	11	6	COC(=O)[C@]12C[C@H](CC(=O)NCc3ccc(OC)c(OC)c3)C(=O)N(CCC3=CCCCC3)C1=C[C@H](C(C)(C)C)O[C@@H]2C
2	-1	4	4	5	1	-1	4	2	4	O=C(NCC1CCCO1)c1csc2c1CCCCC2 (stereo not drawn)

Next part.
SMILES | ARFGAP1 inh | ASAP1 GAP inh | Tn6 DDE FP | TDP2 inh | SIAE inh | PLCg1 inh | DDE Tn7 FP inh | ADAM17 inh | ADAM10 inh | PLC-beta3 inh
COc1ccc(C(=O)Nc2ccc(C(=O)Nc3nccs3)cc2)cc1[N+](=O)[O-] | 3 | 1 | 6 | -1 | -5 | 3 | 7 | 0 | -7 | -4
COc1ccc(CC(=O)OCC(=O)NCc2ccco2)cc1OC | 8 | 9 | -7 | -12 | -2 | 2 | -8 | -2 | 3 | 3
O=C(Nc1ccc2c(c1)CCC2)c1cccc(OC(F)F)c1 | 9 | -4 | -1 | 0 | -3 | 2 | -2 | 4 | 8 | -6
COc1cc(/C=C/C(=O)O)cc(S(=O)(=O)NC2CCCC2)c1OC | 11 | 9 | 1 | -23 | -1 | -1 | -2 | -13 | -37 | -10
COc1ccc(NC(=O)c2cc(S(=O)(=O)N(C)C)ccc2N2CCCC2)cc1Cl | -15 | 9 | -2 | 2 | 0 | 4 | -7 | 3 | 7 | 3
CCOC(=O)c1cc(-c2cc3ccccc3o2)nc2c1c(=O)[nH]c(=O)n2CCOC | 3 | -4 | 5 | -2 | 4 | -444 | -1 | -269 | i | i
CCOC(=O)CNC(=O)C(Cc1ccccc1)NC(=O)OCc1ccccc1 (stereo not drawn) | 7 | -8 | 3 | -5 | -3 | 3 | 2 | 3 | -4 | -3
CCC(C)Nc1nc(OC)nc(N(C)C#N)n1 (stereo not drawn) | -2 | 13 | 1 | -14 | 0 | 1 | -3 | 0 | 3 | 5
COc1cc(CN2CCCC(N3CCN(c4ccccc4C)CC3)C2)ccc1O (stereo not drawn) | 3 | -11 | -3 | 5 | 3 | 0 | 4 | -2 | -2 | -3
CCOC(=O)N/N=C/c1ccc(N(CC)CC)cc1O | 6 | 3 | 5 | -1 | 18* | -36 | 3 | -6 | -19 | -45
OCCOCCn1c(-c2ccccc2)nc(=S)c2c1CCCC2 | 11 | -8 | -4 | -9 | 0 | 3 | 0 | 4 | -9 | 1
COc1ccc(NC(=O)c2cc(-c3sc(NC(=O)c4ccccc4)nc3C)n(CCO)n2)cc1 | 9 | 15 | -8 | 5 | 2 | -6 | 7 | -5 | -19 | -10
CC1CC(C)CN(C(=O)COC(=O)CNS(=O)(=O)/C=C/c2ccccc2)C1 (stereo not drawn) | -6 | -2 | -6 | 3 | -8 | -1 | 5 | -4 | -1 | -2
COc1ccccc1NC(=O)Cn1nnc2sc3c(c2c1=O)CC(C)(C)OC3 | 8 | -6 | 2 | 0 | -7 | 2 | -5 | -2 | -3 | -4
O=C(C1Cc2ccccc2CN1S(=O)(=O)c1cccs1)N1CCCCC1 (stereo not drawn) | -9 | 1 | -9 | 7 | 1 | 1 | -4 | 0 | 3 | -2

(more compounds)
SMILES	ARFGAP1 inh	ASAP1 GAP inh	Tn6 DDE FP	TDP2 inh	SIAE inh	PLCg1 inh	DDE Tn7 FP inh	ADAM17 inh	ADAM10 inh	PLC-beta3 inh
Oc1ccc(-c2c(C3=CCCCC3)sc3ccccc23)cc1	8	10	1	-9	-4	-7	-4	2	-7	-12
CCOC(=O)[C@H]1[C@H]2COc3ccc(Cl)cc3[C@@H]2N2C(=O)c3ccc(Cl)cc3NC(=O)[C@@]12C	2	13	7	8	-20	-1	8	1	3	0
Cc1ccc(S(=O)(=O)N2CCOCC2)cc1NC(=O)CN(C)CC(=O)Nc1cccc(F)c1	1	-5	0	6	3	-1	4	-7	-10	-2
O=C(CN(C1CCCCC1)S(=O)(=O)c1ccc(F)cc1)NC1CC1	8	-3	1	0	3	2	-8	-2	-5	-2
COc1ccc(NC(=S)N2CCN(C(=O)C3CCCO3)CC2)cc1 (stereo not drawn)	-5	0	7	2	2	0	-3	-2	2	-3
Cc1ccc(NC(=O)C2CCN(S(=O)(=O)c3ccc4c(c3)CC(C)N4C(=O)C3CCC3)CC2)nc1 (stereo not drawn)	-3	6	4	-10	12	3	1	7	8	-5
COc1ccc(C2CC(=O)Oc3c(C(CCN4CCN(c5ccccc5)CC4)c4ccc(N(C)C)cc4)c(OC)cc(OC)c32)cc1 (stereo not drawn)	-19	0	-3	0	9	-4	1	3	6	-1
Cc1ccc(/C=C/C(=O)OCC(=O)NCc2ccc(Cl)cc2)o1	-2	-5	4	-11	4	-5	-2	-1	2	-9
COC(=O)c1c(C)[nH]c(C(=O)CSc2nnnn2-c2ccccc2)c1C	2	1	5	-9	-1	2	4	-5	0	0
CCN(C(=O)COC(=O)c1ccc(O)cc1O)c1c(N)n(Cc2ccccc2)c(=O)[nH]c1=O	0	5	0	-9	0	0	-2	-2	-4	-3
Cc1ccc(N(CC(=O)NC2CCCC2)C(=O)Cn2nnc(-c3ccccc3F)n2)cc1	-6	5	1	-14	-1	-2	2	-4	11	-8
O=C(O)c1cccc(-n2c(/C=C/c3ccc([N+](=O)[O-])cc3)nc3ccccc3c2=O)c1	-7	1	4	7	-7	-4	4	-2	-1	-11
O=C(O)c1ccc(COc2ccc3ccccc3c2)o1	-11	-3	1	-4	-1	0	0	-3	9	-8
COc1ccccc1N1CCN(C(=O)c2cc(S(=O)(=O)N3CCOCC3)ccc2C)CC1	4	-15	2	-13	0	-12	-1	2	-16	-8
Cc1cc(C(=O)N2CCCC(Nc3ccc(C)c(C)c3)C2)nc(C)n1 (stereo not drawn)	-2	1	-8	-6	5	-6	7	-1	-4	1
Cc1ccc(F)cc1NCC(=O)Nc1ccc(Cl)cc1F	9	-4	1	-3	6	3	-3	5	-8	0
CC(C)CCNC(=O)C1CCN(C(=O)N(C)C)CC1	9	0	-6	4	3	0	-2	-3	3	1
COc1ccccc1Oc1c(C)oc2c(CN3CCN(C)CC3)c(O)ccc2c1=O	7	4	-10	-3	-4	i	-10	i	i	i
CC(C)CCn1c(N)c(S(=O)(=O)c2cccs2)c2nc3ccccc3nc21	6	13	-2	2	-23	-368	-11	-411	i	i
Cc1cc(/C=N/n2cnnc2)c(C)n1-c1cccc(Cl)c1	2	-6	-1	-11	7	-8	1	1	3	-6

From PubChem BioAssay
